High-throughput results deposited in PubChem by Broad Institute.
Statin myotox sup = protects C2C12 myotubes from simvastatin toxicity; ATP luminescence, 48 h; scaled: DMSO 0, geranylgeraniol control 100; rescue of ATP level, % at 7.49 µM; 330,000 compounds, 0.78% hits;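 active = mean ATP rescue above about 67%, or every replicate alone reaching that limit, limit read from the data, passing the limit was not always enough; inconclusive = no clear call, values can overlap the other calls; inactive = mean under the limit and some replicate under it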;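 note: myotubes were challenged with 10 µM simvastatin during compound exposure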
SIRT5 inh = blocks human SIRT5 desuccinylation of peptide. 330,000 compounds, 1.1% hits. AID 652115. Q9NXA8. Purified SirT5, succinyl-peptide AMC, trypsin-coupled fluorescence. inhibition, % at 15 µM; in the data active = inhibition above about 15%; inconclusive = no clear call, values can overlap the other calls
Target sequence (Q9NXA8 whole entry, looked up): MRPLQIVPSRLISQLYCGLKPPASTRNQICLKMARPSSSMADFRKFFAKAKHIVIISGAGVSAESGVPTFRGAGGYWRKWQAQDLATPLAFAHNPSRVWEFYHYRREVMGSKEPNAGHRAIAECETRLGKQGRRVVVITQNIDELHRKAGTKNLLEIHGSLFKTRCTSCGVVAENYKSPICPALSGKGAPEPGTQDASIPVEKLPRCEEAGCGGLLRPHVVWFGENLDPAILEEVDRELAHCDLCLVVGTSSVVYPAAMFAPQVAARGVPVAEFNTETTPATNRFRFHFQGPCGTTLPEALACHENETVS
E-sel inducer = E-selectin induction on HUVECs; HUVEC E-selectin immunofluorescence imaging; normalized: neutral wells 0, TNF-alpha wells 100; activation, % at 7.58 µM; 260,000 compounds, 0.37% hits; AID 686992;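 active = mean E-selectin-positive cell signal at least 10% of the positive control, reached in at least 60% of replicates, without over 20% cell loss; inconclusive = no rule given, readout overlaps actives, possibly toxicity-flagged; inactive = the rest, including those meeting only one limit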;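 note: in these data hits start at about 27%; measured in HUVEC primary endothelial cells; signal is the percent of cells scored E-selectin positive by PE staining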
Target sequence (P16581 whole entry, looked up): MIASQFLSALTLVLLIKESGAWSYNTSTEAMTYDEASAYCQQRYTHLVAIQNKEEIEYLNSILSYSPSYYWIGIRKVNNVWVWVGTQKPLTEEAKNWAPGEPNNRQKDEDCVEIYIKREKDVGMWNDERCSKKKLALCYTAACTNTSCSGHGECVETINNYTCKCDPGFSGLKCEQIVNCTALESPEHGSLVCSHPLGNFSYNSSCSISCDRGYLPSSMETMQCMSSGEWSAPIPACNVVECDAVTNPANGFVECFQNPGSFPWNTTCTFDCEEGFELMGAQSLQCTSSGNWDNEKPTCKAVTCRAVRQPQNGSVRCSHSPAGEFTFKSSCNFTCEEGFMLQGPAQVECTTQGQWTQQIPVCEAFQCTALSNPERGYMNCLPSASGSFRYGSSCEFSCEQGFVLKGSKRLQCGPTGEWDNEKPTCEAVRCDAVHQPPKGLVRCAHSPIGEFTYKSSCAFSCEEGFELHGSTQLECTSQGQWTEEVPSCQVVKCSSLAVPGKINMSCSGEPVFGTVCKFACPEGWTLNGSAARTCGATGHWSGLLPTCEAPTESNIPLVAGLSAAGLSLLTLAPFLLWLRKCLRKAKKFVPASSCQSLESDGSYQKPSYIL
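System: HUVEC, human umbilical vein endothelial cells; quantity: 3,000 cells/well; buffer or medium: EGM-2 medium, gelatin-coated wells; dosing: single-point compound dose; detection: immunofluorescence imaging; evaluation: % PE-positive cells; benchmarks: TNF-alpha, DMSO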
DENV2 CPE = protects cells from dengue virus 2 cytopathic effect; 350,000 compounds, 1.7% hits; DENV2-infected cells, cytopathic effect rescue, plate reader; AID 651640; CPE inhibition, % at 9.99 µM; in the data active = CPE inhibition above about 20%, passing the limit was not always enough; inconclusive = no clear call, values can overlap the other calls; tested in BHK-21 cells;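 note: 0% = median of neutral control wells and 100% = median of positive control wells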
PglD DTNB = PglD (C. jejuni) enzyme inhibition; purified PglD enzyme, DTNB colorimetric CoA detection; inhibition, % at 12.5 µM; 360,000 compounds, 0.098% hits; AID 602405; in the data active = inhibition above about 16%, passing the limit was not always enough; inconclusive = no clear call, values can overlap the other calls; note: strong numbers were not always called active
S100A4 MyoIIA = S100A4-myosin IIA interaction inhibition; AID 652163; S100A4/TAMRA-MyoIIA peptide fluorescence polarization; inhibition, % at 10.7 µM; 360,000 compounds, 0.14% hits; P26447;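 active = mean inhibition of at least 70% across replicates, with every replicate also reaching that level; inconclusive = mean inhibition reaches 70% but some replicates fall short; inactive = mean inhibition below 70%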
Target sequence (P26447 whole entry, looked up): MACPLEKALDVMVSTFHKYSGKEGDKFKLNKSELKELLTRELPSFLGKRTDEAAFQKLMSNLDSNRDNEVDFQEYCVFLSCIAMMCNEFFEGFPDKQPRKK
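Compound dosing: one dose per compound; test system: human S100A4 monomer with TAMRA-labelled myosin IIA peptide; probe or stimulus: TAMRA-labelled myosin IIA heavy-chain peptide probe, 5 nM; medium: HEPES buffer with Ca2+, pH 7.2; schedule: 5 min incubation before reading; benchmarks: neutral control DMSO, positive control TFP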
ERp5 inh = ERp5 (human) disulfide isomerase inhibition. Q15084. ERp5 insulin aggregation, absorbance 650 nm, 90 min. inhibition, % at 9.99 µM. 350,000 compounds, 0.05% hits. AID 651711;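 active = mean replicate inhibition above about 25%, with every replicate also reaching it, limit read from the data, passing the limit was not always enough; inconclusive = only one of those two criteria met; inactive = neither criterion met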
Starred values were filed as active, the others as inactive; ? = inconclusive; / = no result given. The list is partial; rates above refer to the full screens.

SMILES | Statin myotox sup | SIRT5 inh | E-sel inducer | DENV2 CPE | PglD DTNB | S100A4 MyoIIA | ERp5 inh
CCOC(=O)C1=CN(Cc2cccc(I)c2)S(=O)(=O)N(C)C1C (stereo not given) | 14 | -7 | / | -14 | 2 | -2 | 1
COc1ccccc1/C=C/C=N/n1c(-c2ccc(C)cc2)n[nH]c1=S | / | -2 | / | 12 | / | -1 | -2
CC(C)(C)c1ccc(OCCCC(=O)Nc2cccc(S(=O)(=O)N3CCOCC3)c2)cc1 | -5 | 1 | 0.1 | -13 | 0 | -2 | 8
COC(=O)[C@]12CCCCC=C1N(Cc1cccc3ccccc13)C(=O)[C@H](CC(=O)NCCCN1CCCC1=O)C2 | / | 3 | 0.0 | -15 | / | 0 | -4
COc1cccc(-c2ccc([C@@H]3[C@@H](CO)N4CCCCN(S(=O)(=O)c5cccs5)C[C@H]34)cc2)c1 | 9 | 0 | -0.4 | 0 | -2 | 2 | -6
CC(C)(C)[S@@](=O)N1Cc2cc(C(=O)NCCN3CCCC3)nc(-c3cccc(-c4cccc(C#N)c4)c3)c2[C@H]1CCO | -2 | 3 | 0.0 | -4 | -6 | -23 | 3
CS(=O)(=O)c1ccc(N2CCN(c3ccccn3)CC2)c([N+](=O)[O-])c1 | 2 | 4 | / | -4 | -3 | -2 | 0
CCCn1nc(C(=O)Nc2cc(C(=O)OC)ccc2C)c2ccccc2c1=O | -19 | -5 | / | 6 | -1 | -2 | -1
Cc1ccccc1NC(=O)c1cccc(N2C(=O)C3CCCCC3C2=O)c1 (stereo not given) | 6 | 1 | / | 11 | -3 | 2 | 0
CCc1ccc(-c2cc(C)no2)cc1S(=O)(=O)Nc1ccc(C)cn1 | -25 | -4 | -0.7 | -8 | 0 | 0 | 6
COc1ccc(C(=O)Nn2c(C)nc3ccccc3c2=O)cc1[N+](=O)[O-] | / | 0 | 0.0 | 8 | / | 6 | 1
Cc1ccccc1NC(=O)NC1CCCc2ccccc21 (stereo not given) | / | -5 | 0.2 | -2 | 6 | 0 | 12
C[C@H](CO)N1C[C@H](C)[C@@H](CN(C)Cc2ccc(-c3ccccc3)cc2)Oc2c(NS(=O)(=O)c3ccc(Cl)cc3)cccc2C1=O | 2 | 8 | -5.3 | ? | -2 | 6 | -13
Cc1cccc(S(=O)(=O)N(C)C[C@@H]2OCc3ccccc3-c3ccccc3C(=O)N([C@H](C)CO)C[C@@H]2C)c1 | -28 | 4 | -0.3 | 6 | 3 | -4 | -1
C[C@@H]1CN([C@@H](C)CO)C(=O)c2cc(NC(=O)Nc3ccc(C(F)(F)F)cc3)ccc2O[C@@H](C)CCCCO[C@H]1CN(C)Cc1ccccc1 | / | 5 | 0.3 | -9 | 1 | -1 | 8
O=C(COc1ccc(Cl)c(Cl)c1)NC1CCS(=O)(=O)C1 (stereo not given) | 1 | 0 | / | -1 | -5 | -2 | 6
C[C@@H]1CN([C@@H](C)CO)C(=O)c2cccc(NC(=O)c3cnccn3)c2O[C@@H]1CN(C)Cc1ccc(C(F)(F)F)cc1 | -52 | -2 | / | 22* | 0 | 36 | -8
CC(C)(C)S(=O)(=O)N1Cc2cc(CO)cc(CCO)c2[C@H]1CCO | -8 | -7 | 0.0 | -4 | -3 | 1 | 1
COc1cc(C(=O)C(=O)N2CCC(Cc3ccccc3)CC2)cc2ccccc12 | / | / | -0.1 | ? | / | -16 | 2
O=C(C[C@@H]1C=C[C@@H](NS(=O)(=O)c2ccccc2F)[C@@H](CO)O1)NCCCN1CCOCC1 | -14 | 0 | -0.1 | -1 | 0 | 0 | 3
CCOC(=O)CC1CCCCN1C(=O)CCCn1nnnc1CN1CCOCC1 (stereo not given) | 4 | -3 | -0.2 | 12 | 1 | -5 | -3
O=C(CNC(=O)c1sc2ccccc2c1Cl)NCc1cccnc1 | -3 | -2 | -0.1 | -1 | 2 | -6 | 0
CC(=O)Nc1ccc(C(=O)OCC(=O)NCc2ccccc2)cc1 | / | 10 | / | -6 | / | -3 | 6
CN1C(=O)c2cc(NC(=O)C3CCCCC3)ccc2OC[C@H]2O[C@H](CC(=O)NCc3ccccc3F)CC[C@@H]21 | 16 | -1 | -0.1 | -4 | 3 | 19 | 1
C[C@H](CO)N1C[C@H](C)[C@H](CN(C)S(=O)(=O)c2cccs2)Oc2c(NS(=O)(=O)c3ccccc3)cccc2C1=O | -15 | 9 | 0.0 | 4 | / | -5 | 4
C[C@@H]1CCCCO[C@H](CN(C)S(C)(=O)=O)[C@@H](C)CN([C@H](C)CO)C(=O)c2cc(NC(=O)Nc3ccc(F)cc3)ccc2O1 | / | / | / | -9 | / | 0 | 18
CCOC(=O)c1c(-c2ccc(OC)cc2)csc1NC(=O)CSc1ncnc2sccc12 | 5 | / | / | 7 | / | -9 | -5
CC(=O)CC(=O)Nc1ncc(C(F)(F)F)cc1Cl | / | -1 | -2.3 | -2 | / | 4 | 4
O=C(NCc1ccco1)c1ccc2c(c1)S(=O)(=O)c1ccccc1C2=O | 8 | / | -0.2 | -3 | 2 | 3 | 10
Cc1nn(CCCC(=O)NCc2ccc(F)cc2)c(=O)c2nccn12 | 15 | -1 | 3.5 | 2 | -4 | 0 | 3
CN1COc2ccc3ccccc3c2C1 | -2 | -5 | / | / | -3 | -3 | -3
C[C@@H]1CN([C@H](C)CO)C(=O)c2cc(NS(C)(=O)=O)ccc2O[C@@H](C)CCCCO[C@H]1CN(C)S(=O)(=O)c1cn(C)cn1 | / | 1 | 0.1 | -8 | -3 | 14 | 0
O=Cc1c(NCCc2cccc(F)c2)c2ccccc2[nH]c1=O | -4 | 1 | -0.1 | 2 | 5 | 6 | 0
CCNc1nc(NCC)n2c(SCC(=O)NCC3CCCCC3)nnc2n1 | / | -6 | 1.7 | / | / | 3 | 5
CN(CC(=O)Nc1c(Cl)cccc1Cl)C(=O)CNC(=O)C1CCCCC1 | 0 | -1 | -0.5 | 0 | 4 | 6 | -1
CCCNC(=O)[C@@H]1[C@@H](CO)[C@@H]2Cn3c(cccc3=O)[C@H]1N2C(=O)NCCC | 6 | 2 | -0.5 | 0 | -2 | 8 | 1
COC(=O)c1ccc(CNC(=O)COC(=O)c2cc(Cl)nc(Cl)c2)cc1 | -1 | -1 | 4.8 | -8 | 3 | -32 | ?
CO[C@@H](CN(C)C(=O)c1cnccn1)[C@@H](C)CN([C@H](C)CO)S(=O)(=O)c1ccc(Cl)cc1 | 3 | -2 | 0.1 | -3 | 3 | -6 | 1
CC(C)(C)c1ccc(CCC(CC(=O)O)CC(=O)O)cc1 | 4 | 2 | / | 5 | 3 | -2 | -1
CC(C)NC(=O)Nc1ccc2c(c1)CC(=O)N([C@@H](C)CO)C[C@@H](C)[C@H](CN(C)Cc1ccncc1)O2 | -10 | 4 | -0.1 | 1 | 1 | -16 | -2
CC(Sc1ccsc1[N+](=O)[O-])C(=O)NCc1ccccc1 (stereo not given) | / | -2 | / | 3 | / | 0 | -1
O=C1CN(C(=O)CSc2ccccn2)c2ccccc2N1 | 2 | 2 | -0.2 | 0 | -2 | -1 | -5
Brc1ccc2nc(-c3ccccc3)c(Cc3ccsc3)n2c1 | 1 | 4 | / | -12 | -5 | 14 | -6
O=C(CN1CCOCC1)N1CCCCN2[C@H](CO)[C@@H](c3ccc(C#Cc4ccccc4F)cc3)[C@@H]2C1 | 3 | 1 | -0.2 | ? | 2 | 12 | 2
Cc1cc(Br)c2[nH]cc(CCNC(=O)c3ccco3)c2c1 | 5 | -1 | / | -1 | 9 | 3 | -5
O=C(C1COc2ccccc2O1)N1CCN(Cc2ccc(Br)cc2F)CC1 (stereo not given) | -6 | 2 | / | 1 | 1 | -4 | 4
C[C@@H]1CN([C@@H](C)CO)S(=O)(=O)c2ccc(C#CC3CC3)cc2O[C@@H]1CN(C)Cc1cccc(F)c1 | 2 | 4 | -0.2 | / | -1 | -10 | 2
COc1ccc(NC(=O)CSc2nnc(CNC(=O)c3ccco3)o2)cc1 | -4 | -1 | / | 15 | -3 | 3 | -2
CCCC(=O)N1CC2(C1)CN(S(C)(=O)=O)[C@H](CO)c1c2c2ccc(OC)cc2n1C | / | -4 | -0.4 | 0 | / | 0 | -4
CCCCN(C(=O)CCCc1nc2ccccc2c(=O)[nH]1)c1c(N)n(CC(C)C)c(=O)[nH]c1=O | 0 | 1 | 1.1 | -3 | 7 | -1 | -2
O=C(C1CCCCC1)N1CC[C@@H]2[C@@H](CO)Nc3ccc(C#Cc4ccc(F)cc4)cc3[C@@H]21 | / | 11 | 0.3 | 0 | / | -11 | -7
CCOc1ccc(S(=O)(=O)NCCC(=O)OCC(=O)NC(=O)c2cccn2C)cc1 | 2 | / | -0.4 | 0 | 6 | -2 | -14
COc1cccc2cc(C(C)N(CCCN3CCOCC3)C(=S)Nc3cccc(C)c3)oc12 (stereo not given) | 3 | -3 | 0.0 | -6 | 5 | -1 | 0
O=C(CN1CCC(NC(=O)c2ccco2)CC1)Nc1ccccc1C(F)(F)F | 8 | -3 | / | 9 | / | -6 | 3
COc1ccc2c3c([nH]c2c1)[C@@H](CO)N(Cc1cccc(Cl)c1)CC31CN(C)C1 | / | / | -0.3 | ? | / | 7 | -2
O=C(COC(=O)c1ccc(CO)cc1)Nc1ccc(OC(F)F)cc1 | / | 3 | / | -1 | / | 4 | 3
CC(C)NC(=O)C1CCN(C2CCN(Cc3cn[nH]c3-c3ccccc3)CC2)CC1 | -1 | -4 | / | 0 | / | 18 | -4
CCC(=O)N1CCCCN2[C@H](CO)[C@H](c3ccc(C#Cc4cccnc4)cc3)[C@@H]2C1 | -17 | 3 | 0.0 | -5 | 0 | -10 | 5

Of the compounds above, these contain a Cl atom.
SMILES | Statin myotox sup | SIRT5 inh | E-sel inducer | DENV2 CPE | PglD DTNB | S100A4 MyoIIA | ERp5 inh
C[C@H](CO)N1C[C@H](C)[C@@H](CN(C)Cc2ccc(-c3ccccc3)cc2)Oc2c(NS(=O)(=O)c3ccc(Cl)cc3)cccc2C1=O | 2 | 8 | -5.3 | ? | -2 | 6 | -13
O=C(COc1ccc(Cl)c(Cl)c1)NC1CCS(=O)(=O)C1 (stereo not given) | 1 | 0 | / | -1 | -5 | -2 | 6
O=C(CNC(=O)c1sc2ccccc2c1Cl)NCc1cccnc1 | -3 | -2 | -0.1 | -1 | 2 | -6 | 0
CC(=O)CC(=O)Nc1ncc(C(F)(F)F)cc1Cl | / | -1 | -2.3 | -2 | / | 4 | 4
CN(CC(=O)Nc1c(Cl)cccc1Cl)C(=O)CNC(=O)C1CCCCC1 | 0 | -1 | -0.5 | 0 | 4 | 6 | -1
COC(=O)c1ccc(CNC(=O)COC(=O)c2cc(Cl)nc(Cl)c2)cc1 | -1 | -1 | 4.8 | -8 | 3 | -32 | ?
CO[C@@H](CN(C)C(=O)c1cnccn1)[C@@H](C)CN([C@H](C)CO)S(=O)(=O)c1ccc(Cl)cc1 | 3 | -2 | 0.1 | -3 | 3 | -6 | 1
COc1ccc2c3c([nH]c2c1)[C@@H](CO)N(Cc1cccc(Cl)c1)CC31CN(C)C1 | / | / | -0.3 | ? | / | 7 | -2
